ALDH1A1 block: ALDH1A1 (human) enzyme inhibition. Purified ALDH1A1, NADH fluorescence, propionaldehyde substrate. actives 7.3% (n = 220,000). Potency, µM (highest dose often 75.3 µM), without a hit: at the top dose activity, negative = inhibition, usual class: inhibitors. AID 1030; active = well fitted inhibition curve with a large enough effect, not every such curve was filed as active; inconclusive = small, poorly fitted or top-dose-only effect, or another doubt; inactive = no such curve, though single readings can be large or run the other way;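 also: plate controls were no enzyme wells and a reference inhibitor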
Target sequence (P00352 whole entry, looked up): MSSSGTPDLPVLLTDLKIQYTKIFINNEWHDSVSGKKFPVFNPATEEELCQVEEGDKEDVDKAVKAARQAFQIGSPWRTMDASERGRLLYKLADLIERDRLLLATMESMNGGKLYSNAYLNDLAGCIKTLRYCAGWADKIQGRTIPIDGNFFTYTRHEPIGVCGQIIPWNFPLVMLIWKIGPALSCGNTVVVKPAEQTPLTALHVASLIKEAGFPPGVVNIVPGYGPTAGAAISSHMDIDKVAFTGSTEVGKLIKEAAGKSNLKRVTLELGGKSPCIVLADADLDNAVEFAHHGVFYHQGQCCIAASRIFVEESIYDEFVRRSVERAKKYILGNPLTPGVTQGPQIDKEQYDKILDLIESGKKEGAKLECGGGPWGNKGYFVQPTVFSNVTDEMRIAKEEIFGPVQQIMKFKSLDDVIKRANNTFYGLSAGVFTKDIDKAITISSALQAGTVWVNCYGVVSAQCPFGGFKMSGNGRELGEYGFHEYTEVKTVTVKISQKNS
Tau FP inhib: tau fibrillization inhibition (FP); actives 0.39% (n = 280,000); K18 P301L tau heparin fibrillization, Alexa594 FP, 6 h; Potency, µM (doses to about 57.7 µM), without a hit: at the top dose activity, negative = inhibition, hits mostly inhibitors; P10636; also: nearly all actives have a fitted effect of over 55% in size
Target sequence (P10636 561-689 P618L limits assumed): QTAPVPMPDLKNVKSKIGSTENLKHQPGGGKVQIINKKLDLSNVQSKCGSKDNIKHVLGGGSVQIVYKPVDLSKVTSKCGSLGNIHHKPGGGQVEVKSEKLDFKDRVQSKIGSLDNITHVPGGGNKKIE
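Steps: dispense K18 P301L tau (15 uM plus 0.24 uM Alexa 594 tracer, final) in pH 7 sodium acetate; add compound; add heparin (20 uM final); incubate 6 hr, 37 C; add ThT (30 uM final); after 1 hr ambient, read FP.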
L3MBTL1 block: L3MBTL1 (human) inhibition; AlphaScreen L3MBTL1–H3K9me1 peptide binding; Potency, µM (series often up to 57.1 µM), without a hit: at the highest dose activity, negative = inhibition, hits mostly inhibitors; actives 0.66% (n = 230,000); AID 485360; also: nearly all actives have a fitted effect of over 60% in size
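Displacement of a biotinylated histone H3(1-15) peptide monomethylated at Lys9 (75 nM) from L3MBTL1 (50 nM) was measured by AlphaScreen after a 30 min room-temperature compound incubation; cefsulodin titration served as intraplate control.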
TRb SRC2 PPI: inhibitors of human thyroid hormone receptor beta-SRC2 interaction; P10828; TRbeta-SRC2 peptide binding, fluorescence polarization; receptor liganded with 1 µM T3; Potency, µM (top dose mostly 106 µM), for the others: at the top dose activity change, negative = inhibition, actives largely listed as inhibitors; actives 0.065% (n = 280,000); AID 1469;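 also: plate controls were bound peptide for no effect and peptide without receptor for full effect; nearly all actives have a fitted effect of over 50% in size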
Target sequence (P10828 whole entry, looked up): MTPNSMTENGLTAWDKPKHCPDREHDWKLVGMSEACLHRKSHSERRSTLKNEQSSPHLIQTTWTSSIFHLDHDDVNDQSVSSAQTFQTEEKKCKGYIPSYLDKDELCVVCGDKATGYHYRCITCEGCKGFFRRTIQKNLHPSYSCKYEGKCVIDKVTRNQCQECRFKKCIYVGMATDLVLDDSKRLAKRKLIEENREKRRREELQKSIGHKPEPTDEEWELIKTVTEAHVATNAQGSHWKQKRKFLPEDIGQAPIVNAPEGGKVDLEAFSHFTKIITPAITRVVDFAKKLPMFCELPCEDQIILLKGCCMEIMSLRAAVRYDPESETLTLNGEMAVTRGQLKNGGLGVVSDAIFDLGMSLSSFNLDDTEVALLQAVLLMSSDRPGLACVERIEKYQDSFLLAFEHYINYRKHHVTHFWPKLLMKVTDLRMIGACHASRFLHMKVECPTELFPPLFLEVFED
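Compounds were added to 0.6 uM TRb ligand-binding domain and 20 nM Texas Red-labeled SRC2 peptide in Tris buffer containing 1 uM T3, incubated 5 hr at ambient temperature, then read by fluorescence polarization.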
Tau fluor cs: counter-screen for tau fibril formation inhibitors; actives 0.93% (n = 280,000); Potency, µM (series often up to 57.7 µM), for the others: at the top dose activity change, negative = decrease; tau K18 P301L Alexa594 fluorescence, heparin fibrillization; also: nearly all actives have a fitted effect of over 55% in size
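Human tau K18 P301L (15 uM unlabeled, 0.24 uM Alexa 594-labeled) in 100 mM sodium acetate pH 7 with 20 uM heparin, 6 hr at 37 C. ThT 30 uM added, 1 hr ambient; Alexa 594 FP and total fluorescence read at 555/632 nm.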
GLA spleen mod: inhibits or activates alpha-galactosidase in human spleen homogenate; P06280; human spleen homogenate, 4MU-alpha-Gal fluorescence, 40 min; Potency, µM (doses to about 80 µM), for inactives: at the highest dose activity change, negative = inhibition, actives largely listed as inhibitors; actives 0.008% (n = 240,000); AID 2107;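 also: 0% = enzyme with vehicle and -100% = no enzyme basal signal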
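qHTS titration in buffer at pH 5.0. Alpha-galactosidase activity in spleen homogenate was measured via 4-methylumbelliferone release from 1 mM fluorogenic substrate after 40 min at 37C and a pH 10 stop. AC50 came from Hill fits of control-normalized data.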
Tau ThT inhib: tau fibrillization inhibition (ThT binding). AID 1460. actives 2.1% (n = 270,000). Potency, µM (top dose mostly 57.4 µM), without a hit: at the top dose activity, negative = inhibition, usual class: inhibitors. recombinant tau K18 P301L (four-repeat tau fragment), heparin-induced fibrillization, ThT fluorescence; also: nearly all actives have a fitted effect of over 55% in size
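Heparin-induced fibrillization of the P301L-mutant K18 repeat-domain fragment of human tau was followed by ThT binding in quantitative high-throughput format.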
TR SRC2 fluor cs: counter-screen for TRb-SRC2 inhibitors: fluorescence interference. actives 0.29% (n = 280,000). AID 1479. Potency, µM (titrated, usually from 106 µM), inactives show at the highest dose fluorescence change, negative = quenching. TRb/SRC2 Texas Red total fluorescence interference; active = well fitted curve in either direction with a large enough effect; inconclusive = small, poorly fitted or top-dose-only effect
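Human TRβ ligand-binding domain (0.6 uM) and Texas Red SRC2 peptide (20 nM) in Tris buffer with 1 uM T3 and 5% DMSO were incubated with pinned compound for 5 hr at ambient temperature. Total fluorescence was computed as S + 2P (555/632 nm).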
* marks the source's active call; other numbers are inactive results; ? = inconclusive; . = no result given; [ ] = remark or other dose. Unless noted, calls follow the shape of the dose curve; as a rule, active = well fitted curve in the direction sought with a large enough effect; inconclusive = small, poorly fitted or top-dose-only effect, or another doubt; inactive = no such curve, though single readings can be large; an effect the other way counts as inactive or inconclusive. Unless noted, % is scaled to controls: 0 for no effect and ±100 for the full control effect; potency is read from the fitted curve at half-maximal effect. Random draw from the library. Share with any hit: about 8.5%.

SMILES	ALDH1A1 block	Tau FP inhib	L3MBTL1 block	TRb SRC2 PPI	Tau fluor cs	GLA spleen mod	Tau ThT inhib	TR SRC2 fluor cs
O=C(O)Cn1cc(/C=C2/NC(=O)N(c3ccc(Cl)cc3)C2=O)c2ccccc21	0%	?	3%	5%	-29%	3%	?	-4%
N#CC(C(=O)c1ccc(S(=O)(=O)N2CCCCCC2)cc1)c1nc2ccccc2[nH]1 (stereo unspecified)	?	?	3%	-3%	-12%	-6%	0%	0%
COc1ccc(N2CS(=O)(=O)/C(=C/N(C)C)C2=O)cc1	5%	10%	16%	-6%	-15%	2%	-8%	1%
COC(=O)c1oc2ccccc2c1NC(=O)/C=C/C(=O)O	2%	-6%	.	6%	-9%	-5%	-13%	-1%
CCOc1ccc(OCCC(=O)Nc2ccc(F)cc2C)cc1	-13%	1%	.	5%	0%	0%	-9%	-1%
O=C1c2cccnc2C(Nc2ccc(F)c(Cl)c2)N1Cc1cccs1 (stereo unspecified)	11µM*	3%	.	-2%	-21%	-2%	-14%	-3%
COc1ccc(CCn2c(=O)c3cccnc3n(CC(=O)Nc3ccc(C)cc3C)c2=O)cc1OC	.	-7%	.	-2%	-5%	.	-10%	0%
N=c1n(CCN2CCCCC2)c2ccccc2n1CC(O)c1ccc(Cl)c(Cl)c1 (stereo unspecified)	-9%	-3%	.	-26%	0%	3%	-10%	2%
CCc1sc(N(C(=O)Cc2ccccc2)c2ccccc2F)nc1-c1ccc(C)cc1	11%	-14%	-8%	2%	-12%	4%	-7%	1%
COc1ccc(OC)c(Nc2cc(C(=O)NCCCN3CCOCC3)c3ccccc3n2)c1	-3%	12%	-11%	-2%	-27%	-2%	-17%	-1%
Cc1cccc(NC(=S)NC(=O)/C=C/c2ccco2)n1	?	0%	.	-9%	-19%	-6%	?	-11%
Cc1cc(C)cc(NC(=O)C2CCN(c3cc(C)nc4c(-c5ccc(Cl)cc5)c(C)nn34)CC2)c1	.	-2%	.	-5%	-4%	.	5%	-3%
Cc1ccccc1N=C1NC(=O)/C(=C/c2cccn2-c2cccc(C(=O)O)c2)S1	-1%	-6%	40µM*	-4%	-14%	5%	?	2%
CCS(=O)(=O)n1nc(-c2ccccc2)nc1N	?	2%	2%	1%	-2%	-3%	-10%	-5%
CC1CCN(S(=O)(=O)c2cccc(C(=O)Nc3nccs3)c2)CC1	-4%	-7%	17%[11.4 µM]	7%	-18%	2%	-1%	0%
CCOC(=O)c1ccc(NC(=O)CCS(=O)(=O)c2ccc3c(c2)oc(=O)n3C)cc1	.	-1%	.	-2%	-1%	.	3%	-4%
Cc1cc(F)ccc1S(=O)(=O)Nc1ncnc2sc3c(c12)CCC3	-4%	-2%	.	-1%	-10%	1%	-13%	-3%
Cc1cc(NC(=O)CSc2nnc(NC(=O)C3CC(=O)N(c4ccccc4)C3)s2)no1 (stereo unspecified)	-2%	-14%	6%	-8%[53 µM]	10%	1%	11%	-3%[53 µM]
CC(NC(=O)C1CCN(S(=O)(=O)c2ccc3nc4c(c(C(=O)O)c3c2)CCCC4)CC1)c1ccccc1 (stereo unspecified)	.	-4%	.	-30%[53 µM]	-14%	.	-12%	-86%[53 µM]
CCN1CCN(S(=O)(=O)c2cccc([N+](=O)[O-])c2)CC1	-5%	?	0%	-7%	-16%	0%	-11%	-6%

Five compounds from above, ordered by molecular weight, high to low.
SMILES	ALDH1A1 block	Tau FP inhib	L3MBTL1 block	TRb SRC2 PPI	Tau fluor cs	GLA spleen mod	Tau ThT inhib	TR SRC2 fluor cs
COc1ccc(CCn2c(=O)c3cccnc3n(CC(=O)Nc3ccc(C)cc3C)c2=O)cc1OC	.	-7%	.	-2%	-5%	.	-10%	0%
COc1ccc(OC)c(Nc2cc(C(=O)NCCCN3CCOCC3)c3ccccc3n2)c1	-3%	12%	-11%	-2%	-27%	-2%	-17%	-1%
N=c1n(CCN2CCCCC2)c2ccccc2n1CC(O)c1ccc(Cl)c(Cl)c1 (stereo unspecified)	-9%	-3%	.	-26%	0%	3%	-10%	2%
O=C(O)Cn1cc(/C=C2/NC(=O)N(c3ccc(Cl)cc3)C2=O)c2ccccc21	0%	?	3%	5%	-29%	3%	?	-4%
COC(=O)c1oc2ccccc2c1NC(=O)/C=C/C(=O)O	2%	-6%	.	6%	-9%	-5%	-13%	-1%

The list continues.
SMILES	ALDH1A1 block	Tau FP inhib	L3MBTL1 block	TRb SRC2 PPI	Tau fluor cs	GLA spleen mod	Tau ThT inhib	TR SRC2 fluor cs
COc1cc(CC(=O)OCC(=O)Nc2cc(S(=O)(=O)N3CCCC3)ccc2Cl)cc(OC)c1OC	-4%	-5%	.	-8%	-19%	9%	-15%	1%
O=c1c2[nH]c3cccc(Cl)c3c2ncn1CC1CCCO1 (stereo unspecified)	.	-3%	0%	-4%	-16%	-1%	-10%	-4%
Cc1ccc(C)c(N2CCN(CCCNC(=O)Nc3cc(Cl)ccc3C)CC2)c1	.	-7%	.	1%	?	.	?	0%
Cc1nc2c(=O)[nH]c3ccccc3c2o1	2%	0%	-3%	3%	-8%	3%	-10%	0%
COC(=O)c1cc(C(=O)c2cc(F)ccc2O)cn2c(=O)c3c(C)c(C)sc3nc12	?	-19%	2%	5%	?	-1%	?	-7%
CN(C)Cc1ccccc1-c1cc(Nc2ccccc2)ncn1	2%	0%	.	-5%	4%	1%	6%	-1%
O=C(N/N=C/c1cccc([N+](=O)[O-])c1)c1nc2ccccc2c(=O)[nH]1	3%	7%	1%	-2%	1%	4%	-2%	2%
O=C(CSc1ncn[nH]1)N1CCCCC1	.	-7%	.	-6%	-27%	0%	.	-1%
C=CCOC(=O)C1=C(C)NC(=O)NC1C1CC=CCC1 (stereo unspecified)	10%	-4%	2%	-12%	1%	-3%	-7%	-3%
CCOC(=O)CCC(=O)N1CCOCCN(C(=O)CCC(=O)OCC)CCOCC1	1%	-5%	5%	-3%	-8%	-3%	-20%	0%
CCCCCOc1ccc(C(=O)NCC2(c3ccccc3)CCOCC2)cc1	-21%	6%	-8%	8%	-15%	6%	?	1%
O=C(/C=C/c1ccccc1)Nc1ccc(Br)cn1	?	0%	-7%	0%	2%	4%	2%	-2%
CN1C(=O)CC(=O)N(C)c2cc(S(=O)(=O)N(C)Cc3ccccc3)ccc21	.	4%	.	2%	-5%	.	-2%	-1%
COc1ccc(NC(=S)NNC(=S)Nc2cccc(C(F)(F)F)c2)cc1	0.45µM*	0%	-28%	2%	14µM*[quencher]	-5%	?	-2%
CC[n+]1c(C)n(-c2ccccc2)c2ccc(C(=O)OC)cc21	4%	2%	6%	0%	5%	0%	3%	-1%
O=C(/C=C/c1ccccc1[N+](=O)[O-])NC1CCCC1	14µM*	8%	-6%[11.4 µM]	-6%	-1%	3%	-3%	-4%
C/C(=N/OCc1ccc(Br)cc1)c1ccccn1	4%	7%	33%[activator]	-3%	-3%	0%	-8%	1%
CCOc1ccccc1NC(=O)Cn1c(=O)n(Cc2ccco2)c(=O)c2sc3ccccc3c21	.	-3%	.	-7%	1%	.	10%	0%
CC(C)(C)c1nc(SCC(=O)NCc2ccco2)c2ccccc2n1	?	-7%	-3%	-1%	-9%	-6%	?	-1%
Cc1ccccc1C(=O)Nc1ccccc1C(=O)N/N=C\c1ccco1	?	-3%	2%	-3%	-8%	4%	-4%	-2%
CC(C)Cc1nc(C#N)c(N2CCC(C(N)=O)CC2)o1	-7%	5%	0%	6%	-3%	-1%	-3%	-2%
Cc1ccc2c(c1)NC(=O)C(CC(=O)Nc1cc(Cl)ccc1C)O2 (stereo unspecified)	.	-11%	.	-5%	11%	.	18%	5%
COc1cc(NC(=O)C2CCN(S(=O)(=O)c3c(C)noc3/C=C/c3cccs3)CC2)cc(OC)c1	.	?	.	-2%	?	.	3%	2%
Clc1ccc(-c2nn3c(-c4cccc(Cl)c4)nnc3s2)cc1	6%	2%	3%	-11%	5%	0%	-4%	-2%
CCOC(=O)C1=NNC(C(=O)c2ccccc2)C1c1ccc(C)cc1 (stereo unspecified)	-6%	4%	-2%	1%	-20%	7%	?	0%
CN1/C(=C\C(=O)C[n+]2cccc(Br)c2)C(C)(C)c2ccccc21	-9%	4%	.	1%	8%	-6%	-9%	-1%
COc1ccc(C(=O)Nc2cccc(-c3nc4ncccc4o3)c2C)cc1	-12%	8%	.	-6%	-6%	2%	?	-6%
COc1ccc(OC)c(/C=C/C(=O)Nc2ccc(OC)nc2)c1	?	1%	-7%	5%	-9%	-2%	-11%	-3%
CC(C)OCC1CC(CC(=O)Nc2ccc([N+](=O)[O-])cc2)C(=O)O1 (stereo unspecified)	-2%	6%	11%	3%[53 µM]	2%	-7%	2%	-3%[53 µM]
CCC(CC)C(=O)Nc1cccc(C(=O)Nc2nnc(C)s2)c1	-6%	-13%	-3%	12%	-9%	-1%	3%	0%
CCC(CC)NCCOC(=O)c1ccc([N+](=O)[O-])cc1	.	4%	8%	-2%	-10%	3%	-4%	5%
COC(=O)c1ccc2c(=O)n(CCCCCC(=O)NCc3ccc(OC)cc3)c(=O)[nH]c2c1	.	-4%	.	3%	6%	.	-1%	-5%
CCN1C(=O)CC(Sc2ccccc2N)C1=O (stereo unspecified)	-1%	-4%	16%[11.4 µM]	6%	0%	-7%	-8%	1%
COc1ccc(N=Nc2ccc(O)c(P(=O)(c3ccccc3)c3ccccc3)c2)cc1	7%	?	-17%	3%	-17%	-1%	?	-2%
CC(=O)c1cc(-c2ccccc2)n(CCC(=O)Nc2cc(C)cc(C)c2)c1C	.	-4%	.	1%	-24%	.	-14%	-28%
Cc1cc(C)n(-c2ccc(C(=O)OCC(=O)Nc3ccc(Cl)c(S(=O)(=O)N(C)C)c3)cc2)n1	?	-11%	.	-4%	?	15%	-13%	-2%
Cc1ccc(-c2cc(C(F)F)nc(S(C)(=O)=O)n2)cc1	?	11%	-6%	-3%	0%	-1%	-13%	-1%
CC1(c2ccc([N+](=O)[O-])cc2)CC(C)(C)N(C(=O)c2ccccc2)c2ccccc21 (stereo unspecified)	9%	0%	-4%	11%	0%	0%	-3%	0%
CCOc1ccccc1Nc1nc2ccccc2c2nncn12	.	-10%	.	-2%	-16%	.	-2%	0%

High-throughput results from PubChem BioAssay.
